Dengue inhibitors = Dengue virus cytopathic effect inhibitors, cell-based, CPE readout, HTS (AID 540333). Dengue virus CPE inhibition in host cells; stronger effect = higher value. CPE inhibition, % at 20 µM. hit rate 3.1% among 10,000; in the data active means CPE inhibition mostly above about 9.1%, no sharp cut-off; inactive means mostly below about 7.2%
Active calls of the source: *; i = inactive. The list is partial (hit frequency here may not be typical).

SMILES | Dengue inhibitors
O=P(Nc1cccnc1)(Oc1ccccc1Cl)Oc1ccccc1Cl | 1.0
COC(=O)C1=C(c2ccc3ccccc3c2)C[C@@H]2CC[C@H]1N2C(=O)N1CCCC1 | 1.7
Cc1ccc(C2=NC(C)(C)N3C2C3c2ccc([N+](=O)[O-])cc2)cc1 (centres undefined) | i
O=C1/C(=C\c2cc3c(cc2Cl)OCO3)N2CCC1CC2 | 3.8
Cc1ccc(OCC(=O)Nc2ccc(Cl)cc2C(=O)c2ccccc2)cc1 | 1.2
O=C(c1ccccc1)C(CN1CCCC1)c1ccccc1 (centres undefined) | i
CCC(=NCCC(c1ccccc1)c1ccccc1)c1c(O)[nH]c(=O)[nH]c1=O | 2.3
Oc1cc(O)cc(/C=C/c2ccc(O)cc2O)c1 | 0.1
O=c1[nH]c(=O)n(CCC2=CCCCC2)c(O)c1/C=N/Nc1ccccc1 | i
CCOP(=O)(OCC)C1(O)C(=O)Nc2ccccc21 (centres undefined) | i
CCCNC(=O)N1[C@H]2CC[C@@H]1C(C(=O)OC)=C(c1cc3ccccc3s1)C2 | 1.0
CN1c2ccc([N+](=O)[O-])cc2CC2(C(=O)NC(=O)N(c3ccccc3)C2=O)C1c1ccccc1 (centres undefined) | 15*
CCc1nc2ccccc2c(=O)n1-c1ccccc1[N+](=O)[O-] | i
COC(=O)C1=C(c2ccc(C(C)=O)cc2)C[C@@H]2CC[C@H]1N2C(=O)N1CCCCC1 | i
O=C(Cc1ccccc1)OCCN1CCOCC1 | i
CC/C(=N\N1CCN(C)CC1)c1c(O)[nH]c(=O)[nH]c1=O | i
CCOc1ccccc1OCC(=O)Nc1ccc(Cl)cc1C(=O)c1ccccc1 | 3.0
CC(C(=O)Nc1ccc(Cl)cc1Cl)N1CC=C(c2ccccc2)CC1 (centres undefined) | 1.4
CCOP(=O)(OCC)C(NC(=O)c1ccccc1C)C(Cl)(Cl)Cl (centres undefined) | 0.2
Cc1ccccc1-n1c(O)c(/C=C2/C(c3ccccc3)=Nc3ccccc32)c(=O)[nH]c1=O | 1.4
C1=CC(Cc2cncs2)c2ccccc21 (centres undefined) | i
CCOc1cc(CNCCc2c[nH]c3ccccc23)cc(Cl)c1OCC | i

Arranged by SMILES length (falling): part of the list above.
SMILES | Dengue inhibitors
CCCNC(=O)N1[C@H]2CC[C@@H]1C(C(=O)OC)=C(c1cc3ccccc3s1)C2 | 1.0
CCC(=NCCC(c1ccccc1)c1ccccc1)c1c(O)[nH]c(=O)[nH]c1=O | 2.3
Cc1ccc(OCC(=O)Nc2ccc(Cl)cc2C(=O)c2ccccc2)cc1 | 1.2

Exported with each value named: 4 of the compounds above.
> CCOP(=O)(OCC)C1(O)C(=O)Nc2ccccc21 (centres undefined)
  Dengue inhibitors: i
> CN1c2ccc([N+](=O)[O-])cc2CC2(C(=O)NC(=O)N(c3ccccc3)C2=O)C1c1ccccc1 (centres undefined)
  Dengue inhibitors: 15*
> CCOc1ccccc1OCC(=O)Nc1ccc(Cl)cc1C(=O)c1ccccc1
  Dengue inhibitors: 3.0
> C1=CC(Cc2cncs2)c2ccccc21 (centres undefined)
  Dengue inhibitors: i
